Screens as filed in PubChem.
KDM4C inh: inhibitors of GASC-1 (KDM4C) histone demethylase, primary screen, biochemical, single concentration HTS | Lysine-specific demethylase 4C (Homo sapiens), Q9H3R0 | inhibition, % at 12.5 µM | GST-KDM4C 2-372, H3K9me3 peptide, LANCE TR-FRET | 96,000 compounds, 0.15% hits;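 active means mean replicate inhibition above about 25%, with at least 55% of replicates also reaching it, limit read from the data, passing the limit was not always enough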
Target sequence (Q9H3R0 2-372 limits assumed): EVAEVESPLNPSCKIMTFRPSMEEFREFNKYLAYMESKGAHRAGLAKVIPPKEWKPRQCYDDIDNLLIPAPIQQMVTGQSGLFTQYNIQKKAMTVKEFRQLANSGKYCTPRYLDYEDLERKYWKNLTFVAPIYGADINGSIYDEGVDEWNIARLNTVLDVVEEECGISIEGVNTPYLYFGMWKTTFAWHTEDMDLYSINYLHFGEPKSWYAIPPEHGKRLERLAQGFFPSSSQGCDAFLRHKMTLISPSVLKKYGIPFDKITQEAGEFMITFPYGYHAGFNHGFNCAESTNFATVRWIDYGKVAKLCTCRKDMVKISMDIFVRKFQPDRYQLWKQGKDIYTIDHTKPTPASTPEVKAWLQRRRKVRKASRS
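Material: N-terminal GST-fused human GASC-1 (KDM4C) fragment, residues 2-372. Input: 10 nM enzyme. Incubation: enzyme reaction 30 min, then detection 60 min, both room temperature. Doses: one test concentration per compound. Read-out basis: inhibition from TR-FRET ratio decrease. Detection: LANCE TR-FRET, excitation 340 nm, emissions 618 and 671 nm.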
T cruzi growth: T. cruzi intracellular proliferation inhibitors, primary screen, cell-based, beta-gal Tulahuen parasites, NIH3T3 host, luminescence; T. cruzi beta-gal in NIH3T3, GalScreen luminescence, 90 h; inhibition, % at 8.34 µM; 77,000 compounds, 5.9% hits; AID 624255, 2012;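 active means mean inhibition above about 93%, with at least 55% of replicates each passing it, limit read from the data, passing the limit was not always enough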
Pf Dd2 inh: P. falciparum Dd2 growth inhibitors, primary screen, SYBR Green fluorescence, single dose replicates | 72 h; hits give low values | activity change, % at 10 µM | 94,000 compounds, 2.3% hits | AID 1159554, 2015; in the data active means activity change below about -80%
C diff growth: C. difficile growth inhibitors, primary screen, HTS | Clostridium difficile clinical isolate growth, OD600, 24 h; hits give low values | growth activity, negative = inhibition, % at 16 µg/mL (by protocol) | 86,000 compounds, 0.25% hits | AID 1259249, 2017;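 active means mean growth activity at or below -80% and every replicate also at or below -80%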;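 further: 0% = DMSO wells and -100% = levofloxacin 16 µg/mL wells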
* hit, by the source's call; · = no result given; & = joins results of further samples.

Screens in order: KDM4C inh | T cruzi growth | Pf Dd2 inh | C diff growth
CO[C@@H](C(=O)N(C)C[C@@H]1OCc2ccccc2-c2ccccc2C(=O)N([C@@H](C)CO)C[C@@H]1C)c1ccccc1
  -1.1 | 39 | 3 | -3
C[C@@H]1CN([C@@H](C)CO)C(=O)c2cc(N(C)C)ccc2O[C@H]1CN(C)Cc1ccc(C(=O)O)cc1
  5.9 | 66 | 5 | -1
COc1ccc(NC(=O)N2C[C@H](O)COC[C@@H]3O[C@H](CC(=O)N4CCCCC4)CC[C@H]32)cc1
  1.2 | 2 | 12 | -1&-2
Cc1noc(C)c1NC(=O)Nc1ccc2c(c1)C(=O)N([C@H](C)CO)C[C@@H](C)[C@@H](CN(C)Cc1ccccc1)O2
  -0.4 | -26 | 26 | -1
C[C@H](CO)N1C[C@H](C)[C@H](CN(C)C(=O)Nc2ccccc2)Oc2c(NC(=O)Nc3ccccc3)cccc2C1=O
  -0.9 | -24 | -6 | 8
COCC(=O)Nc1ccc2c(c1)C(=O)N(C)C[C@@H](OC)[C@@H](C)CN(C(=O)Cc1ccccn1)[C@@H](C)CO2
  1.6 | -18 | -34 | ·
O=C(C[C@@H]1CC[C@@H]2[C@H](COC[C@@H](O)CN2C(=O)Nc2ccccc2)O1)NCc1ccccc1F
  5.5 | 5 | 3 | ·
COc1cccc(-c2ccc(CC[C@H]3O[C@H]4CC[C@@H](CO)O[C@H]4C[C@@H]3NS(C)(=O)=O)cc2)c1
  · | · | -16 | 4
CNC(=O)C[C@H]1CC[C@@H]2[C@H](COc3ccc(NC(=O)c4ccc5c(c4)OCO5)cc3C(=O)N2C)O1
  -1.2 | 74 | 3 | 3
C[C@@H]1CN([C@@H](C)CO)S(=O)(=O)c2ccc(C3=CCCC3)cc2O[C@H]1CN(C)C(=O)CN(C)C
  4.1 | -40 | -43 | -7
C[C@H](CO)N1C[C@H](C)[C@H](CN(C)C(=O)c2cnccn2)Oc2cc(C#CC3CC3)ccc2S1(=O)=O
  1.2 | 33 | 11 | 1
COc1ccccc1S(=O)(=O)Nc1ccc2c(c1)C(=O)N(C)C[C@H](OC)[C@H](C)CN[C@@H](C)CO2
  -1.6 | 22 | 0 | ·
O=C(C[C@@H]1CC[C@@H](NC(=O)Cc2ccccn2)[C@H](CO)O1)NCCc1ccncc1
  -0.2 | -44 | 47 | ·
C[C@@H]1CN([C@H](C)CO)C(=O)Cc2cc(NC(=O)CCCCCC(=O)Nc3ccccc3N)ccc2O[C@H]1CN(C)C(=O)Nc1ccc(C(F)(F)F)cc1
  -1.6 | 27 | -31 | -8
Cc1noc(C)c1S(=O)(=O)Nc1ccc2c(c1)C(=O)N([C@H](C)CO)C[C@H](C)[C@H](CN(C)Cc1ccc(C(=O)O)cc1)OCCCC[C@@H](C)O2
  7.0 | 19 | 12 | -7
C[C@H](NC(=O)C[C@@H]1CC[C@@H]2[C@H](COC[C@H](O)CN2C(=O)Nc2cc(Cl)cc(Cl)c2)O1)c1ccccc1
  -1.3 | 20 | 8 | ·
C[C@H]1CN([C@@H](C)CO)S(=O)(=O)c2ccc(C#CC3CC3)cc2O[C@@H]1CN(C)Cc1cccc(F)c1
  1.3 | · | -23 | 18
C[C@H](CO)N1C[C@H](C)[C@H](CN(C)Cc2ccccc2)Oc2ccc(NC(=O)Cc3cn(C)c4ccccc34)cc2CC1=O
  -1.5 | 58 | -62 | -14
C/C=C/c1ccc([C@H]2[C@@H](CNC(=O)c3ccncc3)N(C(=O)CC)[C@H]2CO)cc1
  9.3 | 48 | 18 | -11
CCCN(C)C[C@@H]1Oc2ncc(C#CCC(C)C)cc2C(=O)N([C@@H](C)CO)C[C@H]1C
  -0.6 | · | -5 | 10
C[C@H]1CN([C@@H](C)CO)S(=O)(=O)c2ccc(-c3ccc(C(=O)N(C)C)cc3)cc2O[C@H]1CN(C)C(=O)C1CCCCC1
  1.3 | 93 | -56 | -3
O=C(c1ccccn1)N1C[C@@H]2[C@H](c3ccccc31)[C@H](CO)N2C(=O)C1CCCC1
  -3.0 | 76 | 9 | -3
C[C@@H]1CN([C@H](C)CO)C(=O)c2cc(NC(=O)Nc3ccc(F)cc3)ccc2O[C@@H](C)CCCCO[C@H]1CN(C)C(=O)C1CCCCC1
  0.5 | 84 | -72 | -8
Cc1noc(C)c1NC(=O)N[C@H]1C=C[C@@H](CC(=O)N2CCCCC2)O[C@@H]1CO
  0.6 | 24 | 25 | 1
CCS(=O)(=O)N1C[C@@H](C)[C@H](OC)CN(C)C(=O)c2ccc(NC(=O)Nc3ccccc3Cl)cc2OC[C@H]1C
  0.4 | · | -35 | 9
COCC(=O)N1CC(=O)N2[C@@H](CO)[C@H](c3ccc(C#CC4CCCCC4)cc3)[C@@H]2C1
  2.9 | · | 12 | -7
C[C@H](CO)N1C[C@H](C)[C@H](CN(C)S(=O)(=O)c2cccs2)Oc2c(NC(=O)C3CC3)cccc2C1=O
  0.6 | -51 | -1 | -8
C[C@@H]1CN([C@@H](C)CO)C(=O)c2cc(NC(=O)CCC(F)(F)F)ccc2O[C@@H](C)CCCCO[C@@H]1CN(C)S(=O)(=O)c1ccc(Cl)cc1
  0.2 | 39 | -86* | -7
C[C@H](CO)N1C[C@H](C)[C@@H](CN(C)S(=O)(=O)c2cccs2)Oc2c(NC(=O)C3CCOCC3)cccc2C1=O
  0.5 | 105 | -16 | 6
C[C@@H]1CN([C@H](C)CO)C(=O)CCCn2cc(nn2)CO[C@@H]1CN(C)S(=O)(=O)c1ccc(Oc2ccccc2)nc1
  0.5 | · | 16 | -4

Gathered by group: the entries above containing a COOH group (two)
Screens in order: KDM4C inh | T cruzi growth | Pf Dd2 inh | C diff growth
C[C@@H]1CN([C@@H](C)CO)C(=O)c2cc(N(C)C)ccc2O[C@H]1CN(C)Cc1ccc(C(=O)O)cc1
  5.9 | 66 | 5 | -1
Cc1noc(C)c1S(=O)(=O)Nc1ccc2c(c1)C(=O)N([C@H](C)CO)C[C@H](C)[C@H](CN(C)Cc1ccc(C(=O)O)cc1)OCCCC[C@@H](C)O2
  7.0 | 19 | 12 | -7

New compounds follow
Screens in order: KDM4C inh | T cruzi growth | Pf Dd2 inh | C diff growth
O=C(C[C@@H]1C=C[C@H](NS(=O)(=O)c2ccccc2F)[C@H](CO)O1)NCCCN1CCOCC1
  0.6 | 26 | 6 | 1
C[C@@H]1CCCCO[C@H](CN(C)C(=O)CCCN(C)C)[C@@H](C)CN([C@H](C)CO)C(=O)c2cc(NC(=O)NC3CCCCC3)ccc2O1
  1.8 | 46 | 27 | -12
C[C@@H]1CN([C@H](C)CO)C(=O)c2cc(NC(=O)Nc3ccc4c(c3)OCO4)ccc2O[C@@H](C)CCCCO[C@@H]1CN(C)C(=O)c1ccccc1
  1.4 | 19 | -77 | 19
CCCNC(=O)N(C)C[C@H]1Oc2ncc(-c3ccc(F)cc3)cc2C(=O)N([C@@H](C)CO)C[C@@H]1C
  -3.8 | · | 23 | 17
C[C@H](CO)N1C[C@H](C)[C@H](CN(C)S(C)(=O)=O)OCCCC[C@H](C)Oc2ccc(NC(=O)Nc3cccc4ccccc34)cc2C1=O
  1.0 | 24 | 16 | 2
COC(=O)C[C@@H]1C=C[C@H](NS(=O)(=O)c2ccc(OC)cc2)[C@@H](CO)O1
  -0.2 | 28 | 4 | ·
CC(C)NC(=O)N[C@@H]1CC[C@@H](CCn2cc(-c3ccc(F)cc3)nn2)O[C@H]1CO
  0.2 | -60 | -18 | ·
C[C@H]1CN([C@@H](C)CO)C(=O)c2cc(C#CC3(O)CCCC3)cnc2O[C@@H]1CN(C)Cc1ccncc1
  -0.6 | 41 | 17 | -3
CC(C)C#Cc1ccc2c(c1)O[C@@H](CN(C)C(=O)CC1CC1)[C@H](C)CN([C@H](C)CO)S2(=O)=O
  11 | 70 | -39 | 1
CC(C)NC(=O)Nc1ccc2c(c1)C(=O)N([C@H](C)CO)C[C@H](C)[C@H](CN(C)C(=O)Nc1ccc3c(c1)OCO3)O2
  4.1 | -14 | -4 | 3
C[C@H](CO)N1C[C@H](C)[C@@H](CN(C)Cc2ccncc2)Oc2c(NS(=O)(=O)c3cccs3)cccc2C1=O
  0.7 | -56 | 6 | -8
O=C(Nc1ccc(F)cc1)Nc1ccc2c(c1)[C@@H]1C[C@H](CC(=O)N3CCOCC3)O[C@H](CO)[C@@H]1O2
  0.3 | 21 | -1 | 1
CCC(=O)N(C)C[C@H]1Oc2ncc(C#Cc3ccc(OC)cc3)cc2C(=O)N([C@H](C)CO)C[C@@H]1C
  0.2 | 85 | -7 | -1
C[C@@H]1CCCCO[C@@H](CN(C)Cc2ccc(C(F)(F)F)cc2)[C@@H](C)CN([C@H](C)CO)C(=O)c2cc(N(C)C)ccc2O1
  · | 67 | -14 | 16
CN1[C@@H]2c3cccc(=O)n3C[C@H]1[C@H](CO)[C@H]2C(=O)NCC1CCCCC1
  -1.7 | 16 | 1 | -4
C[C@@H]1CN([C@H](C)CO)C(=O)c2cc(-c3ccc(F)cc3)cnc2O[C@H]1CN(C)C(=O)c1ccccc1F
  17 | -129 | -15 | -16
CO[C@@H]1CN(C)C(=O)c2ccc(NS(=O)(=O)c3ccccc3)cc2OC[C@H](C)N(C)C[C@H]1C
  0.6 | 4 | 17 | 0
C[C@H]1CN([C@@H](C)CO)C(=O)Cc2cc(NC(=O)Nc3ccccc3)ccc2O[C@H]1CN(C)C(=O)Nc1ccc(C(F)(F)F)cc1
  12 | 31 | 31 | -17
CCCNC(=O)N1CC2(CCN(S(=O)(=O)c3cccc(OC)c3)CC2)c2c(n(C)c3cc(OC)ccc23)[C@@H]1CO
  -1.4 | · | -65 | -9
CO[C@H]1CN(C)C(=O)c2ccc(NS(=O)(=O)c3cccc(C)c3)cc2OC[C@H](C)NC[C@@H]1C
  0.2 | · | 4 | 5
CC(C)NC(=O)Nc1ccc2c(c1)C(=O)N([C@H](C)CO)C[C@H](C)[C@@H](CN(C)C(=O)c1ccncc1)OCCCC[C@H](C)O2
  1.9 | -10 | 24 | -3
CN(C)C(=O)[C@H]1[C@H](CO)[C@H]2Cn3c(ccc(-c4ccccc4)c3=O)[C@@H]1N2C(=O)C1CCCC1
  -2.6 | 92 | -1 | 0
C[C@@H]1CCCCO[C@@H](CN(C)S(=O)(=O)c2ccc(Cl)cc2)[C@@H](C)CN([C@H](C)CO)C(=O)c2cc(NC(=O)Nc3cccc4ccccc34)ccc2O1
  -0.6 | 45 | -57 | 11
C[C@H](CO)N1C[C@H](C)[C@H](CN(C)Cc2ccncc2)Oc2ccc(NC(=O)Nc3cccc4ccccc34)cc2CC1=O
  -0.8 | 65 | -6 | 2
C[C@H](CO)N1C[C@H](C)[C@H](CN(C)Cc2ccc(C(=O)O)cc2)Oc2ccc(NS(=O)(=O)c3cccs3)cc2C1=O
  -0.2 | 0 | 30 | -4
N#C[C@@H]1[C@@H](c2ccc(-c3cccc(F)c3)cc2)[C@@H](CO)N1S(=O)(=O)c1cccc(F)c1
  0.4 | 99* | -11 | 5
COc1ccc(CN(C)C[C@H]2Oc3c(NC(=O)Nc4ccc5c(c4)OCO5)cccc3C(=O)N([C@@H](C)CO)C[C@@H]2C)cc1
  -1.0 | 94 | -23 | -1
C[C@@H]1CN([C@H](C)CO)C(=O)c2cccc(NC(=O)Nc3ccc4c(c3)OCO4)c2O[C@H]1CN(C)CC1CC1
  1.9 | 24 | -26 | -4
COc1ccccc1C#Cc1cnc2c(c1)C(=O)N([C@H](C)CO)C[C@H](C)[C@H](CN(C)S(=O)(=O)c1cn(C)cn1)O2
  -1.1 | · | -12 | 0
CCNC(=O)[C@H]1[C@H](CO)[C@H]2Cn3c(ccc(-c4ccccc4F)c3=O)[C@@H]1N2S(C)(=O)=O
  -0.2 | · | 42 | -1

An excerpt from above in order of molecular weight, rising.
Screens in order: KDM4C inh | T cruzi growth | Pf Dd2 inh | C diff growth
C[C@@H]1CN([C@@H](C)CO)C(=O)c2cc(N(C)C)ccc2O[C@H]1CN(C)Cc1ccc(C(=O)O)cc1
  5.9 | 66 | 5 | -1
C[C@H]1CN([C@@H](C)CO)C(=O)c2cc(C#CC3(O)CCCC3)cnc2O[C@@H]1CN(C)Cc1ccncc1
  -0.6 | 41 | 17 | -3
C[C@H](CO)N1C[C@H](C)[C@H](CN(C)Cc2ccc(C(=O)O)cc2)Oc2ccc(NS(=O)(=O)c3cccs3)cc2C1=O
  -0.2 | 0 | 30 | -4

(more compounds)
Screens in order: KDM4C inh | T cruzi growth | Pf Dd2 inh | C diff growth
COc1ccc2c3c([nH]c2c1)[C@H](CO)N(C)CC31CN(S(=O)(=O)c2cn(C)cn2)C1
  -0.5 | · | 31 | -3
C[C@@H]1CN([C@@H](C)CO)C(=O)c2cccc(NC(=O)C3CCCCC3)c2O[C@H]1CN(C)C(=O)Nc1cccc2ccccc12
  -0.4 | 6 | -16 | -1
C/C=C/c1ccccc1[C@@H]1[C@H](C#N)N(C(C)=O)[C@H]1CO
  -1.2 | · | 37 | 1
CNC(=O)C[C@@H]1CC[C@H]2[C@H](COc3ccc(NC(=O)C4CC4)cc3C(=O)N2C)O1
  2.2 | 5 | 2 | -6
CN(C)c1ccc2c(c1)[C@@H]1C[C@H](CC(=O)O)O[C@@H](CO)[C@@H]1O2
  14 | 40 | 27 | -1
